# Mtb BioA inh – BioA (M. tuberculosis) enzyme inhibition | purified M. tuberculosis BioA enzyme, plate reader | inhibition, % at 9.99 µM | 0.096% of 360,000 active | AID 602481; in the data active = inhibition above about 40%; inconclusive = no clear call, values can overlap the other calls
# PfHsp40 rescue – compounds rescuing yeast from Plasmodium falciparum HSP40 toxicity; growth rescue, % at 12.5 µM; 0.68% of 340,000 active; S. cerevisiae expressing PfHsp40, growth rescue, ATP luminescence; in the data active = growth rescue above about 28%, passing the limit was not always enough; inconclusive = no clear call, values can overlap the other calls;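 note: yeast W303a lacking pdr1 and pdr3 grown in galactose medium; growth measured after three days at 30 °C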
# FBA Mtb inh – Mtb fructose-bisphosphate aldolase inhibition; P9WQA3; AID 588726; inhibition, % at 1 µM; purified M. tuberculosis FBA, fluorescence read-out; 2.3% of 360,000 active; in the data active = inhibition above about 27%;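 note: 0% = vehicle and 100% = reference inhibitor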
# Target sequence (P9WQA3 whole entry, looked up): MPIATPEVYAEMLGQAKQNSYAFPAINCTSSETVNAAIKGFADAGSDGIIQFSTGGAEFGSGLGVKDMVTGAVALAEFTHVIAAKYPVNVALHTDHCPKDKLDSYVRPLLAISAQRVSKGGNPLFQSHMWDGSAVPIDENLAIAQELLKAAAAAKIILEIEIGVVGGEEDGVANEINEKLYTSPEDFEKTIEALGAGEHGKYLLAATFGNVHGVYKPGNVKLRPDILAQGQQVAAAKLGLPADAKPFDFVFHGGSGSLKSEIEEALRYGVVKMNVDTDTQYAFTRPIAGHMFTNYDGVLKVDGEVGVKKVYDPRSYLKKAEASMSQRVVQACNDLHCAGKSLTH
# Anthrax LF prot – blocks Bacillus anthracis lethal factor protease. P15917. multiplex microsphere protease cleavage assay, LF. inhibition, % at 10 µM. 0.12% of 360,000 active. AID 588501; note: plate controls were buffer without enzyme for full effect and enzyme alone for no effect
# BoNT A protease – BoNT A light chain protease inhibition | multiplex microsphere protease substrate cleavage, flow cytometry | inhibition, % at 10 µM | 0.17% of 360,000 active; note: plate controls were buffer without enzyme for full effect and enzyme alone for no effect
# UGM FP inh – inhibitors of M. tuberculosis UDP-galactopyranose mutase; purified UGM, fluorescence polarization probe displacement; inhibition, % at 10 µM; P9WIQ1; 0.06% of 320,000 active; in the data active = inhibition above about 10%, passing the limit was not always enough; inconclusive = no clear call, values can overlap the other calls
# Target sequence (P9WIQ1 whole entry, looked up): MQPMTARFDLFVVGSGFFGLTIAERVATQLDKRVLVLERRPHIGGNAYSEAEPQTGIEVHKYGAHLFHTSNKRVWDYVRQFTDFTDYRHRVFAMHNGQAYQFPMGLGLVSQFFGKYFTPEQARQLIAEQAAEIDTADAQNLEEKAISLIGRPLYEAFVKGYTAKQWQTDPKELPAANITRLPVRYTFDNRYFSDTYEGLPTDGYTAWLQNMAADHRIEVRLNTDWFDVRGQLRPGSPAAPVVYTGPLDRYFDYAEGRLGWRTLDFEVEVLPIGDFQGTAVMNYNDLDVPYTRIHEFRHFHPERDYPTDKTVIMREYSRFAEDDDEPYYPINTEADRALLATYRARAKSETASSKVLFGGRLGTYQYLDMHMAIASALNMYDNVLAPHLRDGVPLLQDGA
# GDH-TPI counter – GDH-TPI coupled enzyme inhibition counter-screen; GDH-TPI coupled enzyme counterscreen, NADH absorbance; inhibition, % at 4.8 µM; 1.2% of 360,000 active; in the data active = inhibition above about 30%;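 note: 0% = DMSO wells and 100% = wells lacking the enzyme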
# FadD28 FP inh – inhibitors of Mycobacterium tuberculosis FadD28 bisubstrate binding. FadD28 bisubstrate probe binding, fluorescence polarization. inhibition, % at 12.5 µM. AID 588549. 0.22% of 360,000 active; in the data active = inhibition above about 8.5%, passing the limit was not always enough; inconclusive = no clear call, values can overlap the other calls
# BoNT-F LC inh – inhibitors of Botulinum neurotoxin F light chain protease; Multiplex microsphere protease cleavage assay, flow cytometry; inhibition, % at 10 µM; 0.22% of 360,000 active; AID 588497; in the data active = inhibition above about 35%, passing the limit was not always enough; inconclusive = no clear call, values can overlap the other calls; note: plate controls were buffer without enzyme for full effect and enzyme alone for no effect
# * hit, by the source's call; ? = inconclusive; nt = no result given. Cut-off read from the data, not from the text of the source, unless noted: active = inhibition above about 30%; inconclusive = no clear call, values can overlap the other calls; inactive = below that.
SMILES,Mtb BioA inh,PfHsp40 rescue,FBA Mtb inh,Anthrax LF prot,BoNT A protease,UGM FP inh,GDH-TPI counter,FadD28 FP inh,BoNT-F LC inh
COC(=O)CC1NCCNC1=O (configuration not stated),1.0,0.3,1,-8,0.7,-0.8,6,-1.2,4
COc1ccc(CCN2C(=O)c3ccncc3C2=O)cc1OC,-1.3,-1.5,18,2,-0.1,-1.4,-15,1.5,2
CCNC(=O)C1CCCN(C(=O)c2cccc(Cl)c2)CC1 (configuration not stated),1.4,nt,1,0,-0.5,nt,4,-0.3,-2
CC(=O)CC(=O)Nc1ncccn1,nt,-2.0,3,4,-1.0,-0.8,-3,0.8,-9
O=c1[nH]c(O)c(/C=C2\C=Nc3ccc(OCc4ccccc4)cc32)c(=O)[nH]1,-4.9,0.6,-5,7,-2.0,-0.9,5,0.6,?
CCn1nc(C)c(CN2CCc3c([nH]c4ccccc34)C2c2ccc(F)c(OC)c2)c1C (configuration not stated),nt,0.9,4,-3,-2.5,-1.6,12,-2.9,-18
O=S1(=O)N[C@@H](c2ccccc2)COc2cc(Br)ccc21,0.8,nt,0,0,-0.2,nt,7,-2.2,0
COc1cc(/C=N\NC(=O)Cn2nnc3ccccc32)cc(OC)c1OC,nt,-1.0,2,-1,-0.5,-0.7,8,-1.0,-4
O=C(CSc1ncnc2c1nnn2Cc1ccccc1)NC1CCCC1,nt,-0.1,-1,0,-0.9,-1.4,-2,-0.2,-3
CC1(c2ccc3c(c2)OCCCO3)NC(=O)N(CC(=O)NCCc2ccc(F)cc2)C1=O (configuration not stated),-1.4,nt,-2,-10,0.0,nt,8,-1.6,0
Cc1c(C(=O)NNC(=O)c2ccccc2O)oc2ccc(Br)cc12,-2.7,1.8,4,-1,-1.7,-1.1,10,-3.1,7
COc1ccc(C2Nc3ccccc3C(=O)N2c2ccc(F)cc2)cc1CSc1ccccn1 (configuration not stated),nt,0.3,9,1,0.4,-1.2,14,-2.2,9
O=c1ccn([C@@H]2O[C@H](CNCc3ccccc3OCc3ccc(Cl)cc3Cl)[C@@H](O)[C@H]2O)c(=O)[nH]1,-0.7,nt,1,-7,-0.7,nt,nt,0.2,0
O=C(/C=C/c1ccc([N+](=O)[O-])cc1)N1CCN(S(=O)(=O)c2ccccc2)CC1,nt,-0.2,2,-2,0.6,-0.4,17,-1.5,-4
COc1cc(COC(=O)c2cnc(C)cn2)c(OC)cc1Br,-4.7,-0.9,-2,-5,-3.3,1.3,7,-0.8,-5
Cc1ccnc(SCC(=O)N2CCN(C(c3ccccc3)c3ccccc3)CC2)n1,4.4,-0.3,0,-14,-1.3,-0.9,-2,-1.6,0
CC(C)OCCCNC(=O)c1ccc2c(c1)ncn2C1CCCC1,0.0,-0.6,1,-6,-0.1,0.9,12,-0.2,3
COc1cc([N+](=O)[O-])ccc1NC(=O)COC(=O)CCOc1ccc(C)cc1,4.7,7.0,-2,0,-0.3,-0.9,5,-4.3,1
O=c1cnnc(SCc2ccc([N+](=O)[O-])cc2)[nH]1,nt,1.0,-1,1,0.2,3.5,11,-1.1,1
Cc1nc2ccc(Cl)cc2c(-c2ccccc2)c1CC(=O)O,-0.7,-1.1,1,2,1.3,0.6,6,-2.3,-3
CC(=O)NC(CC(=O)N(Cc1ccccc1)c1ccc(C)cc1)c1ccccc1 (configuration not stated),2.2,0.8,-1,-1,3.2,2.0,-8,-2.2,7
Cc1nnsc1C(=O)NC1CCCCC1,0.3,-0.3,3,-7,-1.4,1.9,8,-2.3,-12
CCOC(=O)[C@H]1[C@H]2COc3ccc(OC)cc3[C@@H]2N2C(=O)CN(Cc3ccc(F)cc3)C(=O)[C@@]12C,2.2,0.1,0,8,0.5,-1.4,7,1.4,3
CC(=O)Nc1ccc(Nc2nc(C)c([N+](=O)[O-])c(Nc3ccc(NC(C)=O)cc3)n2)cc1,0.3,1.3,-4,-1,0.1,0.7,13,-1.9,-8
Cc1cc(C2N=C(N)Nc3nc4ccccc4n32)c(C)n1-c1ccccc1Cl (configuration not stated),-1.8,-0.3,1,-4,0.0,-1.0,3,0.6,-14

# Record cards, from the list above. Order of values: Mtb BioA inh, PfHsp40 rescue, FBA Mtb inh, Anthrax LF prot, BoNT A protease, UGM FP inh, GDH-TPI counter, FadD28 FP inh, BoNT-F LC inh
# O=c1ccn([C@@H]2O[C@H](CNCc3ccccc3OCc3ccc(Cl)cc3Cl)[C@@H](O)[C@H]2O)c(=O)[nH]1 as listed: -0.7, nt, 1, -7, -0.7, nt, nt, 0.2, 0
# O=C(/C=C/c1ccc([N+](=O)[O-])cc1)N1CCN(S(=O)(=O)c2ccccc2)CC1 as listed: nt, -0.2, 2, -2, 0.6, -0.4, 17, -1.5, -4
# CC(=O)NC(CC(=O)N(Cc1ccccc1)c1ccc(C)cc1)c1ccccc1 (configuration not stated) as listed: 2.2, 0.8, -1, -1, 3.2, 2.0, -8, -2.2, 7
# O=C(CSc1ncnc2c1nnn2Cc1ccccc1)NC1CCCC1 as listed: nt, -0.1, -1, 0, -0.9, -1.4, -2, -0.2, -3
# CC1(c2ccc3c(c2)OCCCO3)NC(=O)N(CC(=O)NCCc2ccc(F)cc2)C1=O (configuration not stated) as listed: -1.4, nt, -2, -10, 0.0, nt, 8, -1.6, 0

# Returning to the listing; the 2 compounds before the break are reprinted first.
SMILES,Mtb BioA inh,PfHsp40 rescue,FBA Mtb inh,Anthrax LF prot,BoNT A protease,UGM FP inh,GDH-TPI counter,FadD28 FP inh,BoNT-F LC inh
CC(=O)Nc1ccc(Nc2nc(C)c([N+](=O)[O-])c(Nc3ccc(NC(C)=O)cc3)n2)cc1,0.3,1.3,-4,-1,0.1,0.7,13,-1.9,-8
Cc1cc(C2N=C(N)Nc3nc4ccccc4n32)c(C)n1-c1ccccc1Cl (configuration not stated),-1.8,-0.3,1,-4,0.0,-1.0,3,0.6,-14
CN(C)C(=O)c1ccc(NC(=O)c2ccccc2-c2ccccc2)cc1,-0.4,0.2,-1,-5,-3.9,0.1,10,-2.1,?
Cc1ccc(C)c2nc(SCC(=O)N3CCCc4ccccc43)c(C#N)cc12,-2.5,0.4,-1,-7,0.2,-0.1,6,0.3,-7
O=S1(=O)[C@H]2C[C@@H]3C=C[C@@]2(CN1Cc1cccc(Cl)c1)O3,-0.8,-0.5,1,1,-0.3,0.1,8,-1.1,4
N#Cc1ccc(CSc2nnc(NC(=O)CN3C(=O)C4CC=CCC4C3=O)s2)cc1 (configuration not stated),-1.3,2.6,4,3,-1.1,0.6,-2,-2.1,-10
Cc1cc(=O)c(C(=O)Nc2cccc(C(=O)NC3CC3)c2)nn1-c1ccccc1Cl,1.2,0.5,4,2,6.3,2.3,9,-3.0,?
CC(Oc1ccc(S(=O)(=O)N2CCCC2)cc1[N+](=O)[O-])C(=O)NC(C)c1ccccc1 (configuration not stated),-1.3,-0.2,-3,-2,0.3,-1.0,-3,-11,2
COc1cc(C(=O)Nc2ccc3c(c2)ncn3C)cc(OC)c1OC,4.5,-0.1,-2,-9,?,-4.2,-1,-0.7,?
CSc1ccc(/C=N/N2CCN(Cc3ccc(Cl)cc3)CC2)cc1,1.8,-0.2,3,-4,-0.5,2.8,5,-2.4,-2
N#C/C(=C\c1cccc(Cl)c1)C(=O)c1ccccc1,0.4,-0.9,0,2,1.2,1.6,-9,-1.6,1
CC(C)(C)[C@H]1C=C(C(=O)NCc2ccccc2)O[C@@H](OCCCCO)C1,-2.1,-0.9,5,-9,0.1,1.9,5,-0.5,2
CCOC(=O)N1CCN(C(=O)CS(=O)Cc2nc(-c3cccc(C)c3)oc2C)CC1 (configuration not stated),-1.5,0.3,4,-6,-0.5,0.1,12,-1.5,-1
COCCNC(=O)C[C@@H]1C[C@H]2c3cc(NC(=O)Nc4ccc(F)cc4)ccc3O[C@H]2[C@H](CO)O1,0.3,nt,4,-11,-0.4,nt,9,-1.2,-4
c1cc(CNC2=NCCCCC2)ccn1,nt,0.3,-2,-5,-1.0,-0.2,5,0.9,4
COC(=O)c1ccc(N2NC(=O)/C(=C/c3cc(OC)c(OC)c(OC)c3)C2=O)cc1,-1.2,0.4,-1,8,-0.5,-1.1,11,1.9,17
CS(=O)(=O)c1ccc(NC(=O)C2CC(=O)N(c3ccc4c(c3)OCCO4)C2)cc1 (configuration not stated),nt,1.1,1,?,-2.5,-1.6,4,-1.5,-12
Cc1ccc(/C(N)=N/OC(=O)c2cccs2)cc1,-0.8,-2.4,5,-2,-1.4,-1.0,2,-2.2,-10
CN1C(=O)C(CCC(N)=O)NC1=S (configuration not stated),-2.1,-0.3,2,-16,-3.6,0.9,-7,-1.0,8
N#Cc1c(-c2ccc(F)cc2)cc(-c2ccccc2)nc1SCC(=O)NCC(=O)O,nt,-0.3,4,-4,-0.1,2.4,29,-3.1,-3
CN(C)S(=O)(=O)c1ccc(N2CCCC2)c(C(=O)Nc2ccccc2F)c1,-0.3,1.2,-2,1,-1.2,-0.6,2,-2.0,-5
CC(C)Nc1nc(Cl)nc(N(C#N)CN2C(=O)c3ccccc3S2(=O)=O)n1,-1.2,0.1,-1,3,-0.3,-0.2,3,-0.7,-6
Cc1cccc(C)c1NC(=O)NCCSc1snnc1C,nt,0.2,-4,4,-1.5,-2.4,-7,-4.9,-9
CC1=CC(C)(C)N(C(=O)CSc2ncn[nH]2)c2ccccc21,-0.4,0.1,0,-4,2.8,1.9,4,1.1,2
COc1ccc(-c2csc(NC(=O)c3cc(C)on3)c2C#N)cc1OC,nt,1.0,6,-1,0.0,-3.1,38*,0.6,1
Clc1ccc(OCc2nnc(SCCN3CCCCC3)n2Cc2ccco2)cc1,7.5,-0.4,3,?,?,-0.6,16,-1.9,?
N#Cc1cc2c(nc1SCC(=O)O)CCCCC2,nt,0.7,-1,-4,-0.3,-1.7,6,-3.5,-6

# (list continues)
SMILES,Mtb BioA inh,PfHsp40 rescue,FBA Mtb inh,Anthrax LF prot,BoNT A protease,UGM FP inh,GDH-TPI counter,FadD28 FP inh,BoNT-F LC inh
CCOC(=O)[C@H]1[C@H]2COc3ccc(C)cc3[C@@H]2N2C(=O)c3cc(OC)c(OC)cc3NC(=O)[C@@]12C,-3.1,-1.2,4,-5,-0.1,2.5,-5,0.0,4
COc1ccc(NC(=S)NCCCN2CCCC2=O)c(OC)c1,nt,1.4,3,1,0.0,-0.5,3,-0.7,5
CCOC(=O)c1c(C)[nH]c(C(=O)/C(C#N)=C/c2ccc(OCC)cc2)c1C,-3.5,1.4,0,5,7.1,-1.0,8,-0.7,0
COC(=O)Cn1c(=NC(=O)c2cc(-c3cccs3)nc3ccccc23)sc2cc(S(N)(=O)=O)ccc21,nt,-2.0,11,9,38*,1.2,24,-0.1,0
O=C(NC(Cc1c[nH]c2ccccc12)c1nnc2n1CCCCC2)c1cccs1 (configuration not stated),-0.2,-1.1,2,0,1.5,1.8,4,-0.8,5
COc1cccc(CN(C)C(=O)c2cccc(OC3CCN(C4CCCC4)CC3)c2)c1,nt,-0.6,3,-3,0.9,-0.3,-7,-1.4,-2
COC(=O)c1c(NC(=O)c2ccc(S(=O)(=O)N3CC(C)OC(C)C3)cc2)sc2c1CCN(C)C2 (configuration not stated),-8.1,nt,1,2,-0.1,nt,19,-0.9,-1
COc1ccc(N2C(=O)CCC(C(=O)N3CCCCC3)C2c2ccc(F)cc2)cc1 (configuration not stated),0.5,-0.8,1,6,2.1,1.5,-1,-3.0,17
CCOC(=O)N1CCN(C2=C(NS(=O)(=O)c3ccc(Br)cc3)C(=O)c3ccccc3C2=O)CC1,2.8,nt,3,-7,-0.3,nt,12,0.1,-2
Cc1cccc(NC(=O)CCN2CCOCC2)c1,-1.7,1.5,-2,3,0.0,0.0,6,-0.7,-4
C[C@@H]1CN(C(=O)c2ccc(OC3CCN(S(=O)(=O)N(C)C)CC3)cc2)C[C@H](C)O1,0.0,0.0,1,0,-3.6,1.8,8,0.2,3

# Assay outcomes deposited in PubChem by several laboratories.
